# Source: PubChem
# IL2 activator: activators of IL-2; IL-2 activation reporter assay, cell-based qHTS; stimulated with anti-CD3/CD4/CD28 beads; in transgenic mouse T cells; activation, % (series mostly up to about 46 µM); 360,000 compounds, 0.065% hits; AID 652025; in the data active means activation above about 50%; inconclusive means mostly about 30% to 49%; further: 0% is about no effect
#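 Screening format: compound pinned onto unstimulated transgenic mouse T cells, 60 min incubation, then anti-CD3/anti-CD4/anti-CD28 bead stimulation for 18 hours at 37 degrees C, followed by EGFP and DsRed detection.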
# HepG2 viability: HepG2 cytotoxicity, counter-screen for TGF-b inhibitors. HepG2 CAGA-GFP viability, ATP luminescence, 18 h. 410,000 compounds, 0.76% hits. Potency, µM (highest dose often 46.1 µM), for the others: at the top dose activity change, negative = cytotoxicity, usual class: cytotoxic; further: potency means the concentration at half of the fitted maximal effect; some results filed as inactive show a strong effect at the top dose
#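 HepG2 CAGA-GFP cells (1000/well, DMEM with 1% FBS) received compound, then TGF-beta at 500 pg/mL final, and were incubated 18 hours at 37 degrees C. Viability was read by CellTiter-Glo luminescence. Media-only wells were set as complete cell-killing and DMSO as no toxicity.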
# EPAC2 ag: activates human EPAC2 exchange factor | 360,000 compounds, 0.079% hits | EPAC2 activation, biochemical qHTS; response scale: 100% = 6.5 mM cAMP response | AID 720711 | Potency, µM (doses to about 154 µM), inactives show top-dose activation, hits mostly activators; further: potency means the concentration at half of the fitted maximal effect; nearly all actives have a fitted effect of over 50% in size
# Target sequence (Q8WZA2 whole entry, looked up): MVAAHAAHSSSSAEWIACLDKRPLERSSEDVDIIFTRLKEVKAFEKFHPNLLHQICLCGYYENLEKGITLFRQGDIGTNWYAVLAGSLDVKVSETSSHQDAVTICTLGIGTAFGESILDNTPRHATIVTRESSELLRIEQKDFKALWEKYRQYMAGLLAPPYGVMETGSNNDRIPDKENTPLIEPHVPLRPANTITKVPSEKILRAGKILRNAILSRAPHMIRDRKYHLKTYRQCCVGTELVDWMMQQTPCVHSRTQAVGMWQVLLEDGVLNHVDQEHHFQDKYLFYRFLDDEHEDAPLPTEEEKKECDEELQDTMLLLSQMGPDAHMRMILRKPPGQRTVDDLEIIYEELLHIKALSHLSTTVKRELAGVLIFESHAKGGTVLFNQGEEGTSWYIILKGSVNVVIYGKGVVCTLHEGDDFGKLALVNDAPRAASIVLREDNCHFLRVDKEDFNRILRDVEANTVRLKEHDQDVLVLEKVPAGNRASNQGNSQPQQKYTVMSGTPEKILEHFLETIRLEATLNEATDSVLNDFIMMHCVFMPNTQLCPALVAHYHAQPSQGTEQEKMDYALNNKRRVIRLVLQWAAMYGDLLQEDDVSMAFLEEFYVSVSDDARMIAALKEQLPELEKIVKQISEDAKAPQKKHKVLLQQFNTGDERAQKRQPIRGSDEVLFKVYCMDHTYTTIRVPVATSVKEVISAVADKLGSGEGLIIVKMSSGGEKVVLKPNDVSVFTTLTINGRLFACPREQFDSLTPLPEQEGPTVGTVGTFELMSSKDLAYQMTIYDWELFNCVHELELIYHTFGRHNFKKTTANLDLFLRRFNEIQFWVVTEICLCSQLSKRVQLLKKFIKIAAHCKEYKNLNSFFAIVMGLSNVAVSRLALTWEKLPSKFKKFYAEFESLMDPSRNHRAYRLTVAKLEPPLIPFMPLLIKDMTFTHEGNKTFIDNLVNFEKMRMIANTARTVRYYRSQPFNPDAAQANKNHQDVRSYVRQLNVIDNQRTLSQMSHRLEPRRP
#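 In this primary screen, activation is scored as increased exchange of BODIPY-GDP from Rap1B by 100 nM EPAC2, with 50 uM GDP as competitor. Signal is normalized to the 6.5 mM cAMP agonist control.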
# Nrf2 ARE act: Nrf2 pathway activation | AREc32 ARE-luciferase reporter (MCF7-derived line), luminescence, 24 h | Potency, µM (doses to about 46.1 µM), for the others: at the highest dose activation, actives largely listed as activators | 410,000 compounds, 0.31% hits | AID 624171; further: potency means the concentration at half of the fitted maximal effect; % of control where 0% means no effect; nearly all actives have a fitted effect of over 65% in size
#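 AREc32 cells carrying an ARE-driven firefly luciferase reporter were seeded at 1000 cells/well in OPTI-MEM with 5% FBS, then exposed to compound for 24 hr at 37 deg C. Luminescence was read with Steady-Glo after 30 min at RT.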
# ATXN2 expr inh: reduces ATXN2 reporter expression in HEK-293 cells; HEK-293 ATXN2-luciferase reporter, luminescence, 24 h; AID 1745845; Potency, µM (titrated, usually from 57 µM), for inactives: at the highest dose activity change, negative = inhibition, actives largely listed as inhibitors; 360,000 compounds, 0.72% hits; further: potency means the concentration at half of the fitted maximal effect; on the % scale 0 is the no-effect control and ±100 the full control effect; nearly all actives have a fitted effect of over 55% in size
#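 qHTS (up to 57 uM final) was run with 24 h compound exposure of reporter cells at 37 °C. Each well was multiplexed: SteadyGlo luminescence measured ATXN2-luciferase expression after a fluorogenic Gly-Phe-AFC viability readout (25 uM final).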
# Nrf2 inh: blocks Nrf2 signaling; A549 ARE-Fluc reporter, luciferase luminescence, 18-24 h; Potency, µM (series often up to 46 µM), for inactives: at the highest dose activity change, negative = inhibition, actives largely listed as inhibitors; 360,000 compounds, 2.1% hits; AID 504444; further: potency means the concentration at half of the fitted maximal effect; on the % scale 0 is the no-effect control and ±100 the full control effect; nearly all actives have a fitted effect of over 60% in size
#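 Nrf2 function is reported as luminescence of an ARE-controlled luciferase in A549 cells. Compounds were tested at several concentrations, and a CellTiter-Fluor read on the same wells flagged cytotoxicity.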
# TGFb inhibitor: blocks TGF-b signaling; HepG2 CAGA-GFP TGF-b/SMAD3 reporter, GFP fluorescence, 18 h; TGF-beta stimulated, 500 pg/mL final; Potency, µM (series often up to 46.1 µM), inactives show at the top dose activity, negative = inhibition, most hits filed as inhibitors; 410,000 compounds, 1.2% hits; AID 588855; further: potency means the concentration at half of the fitted maximal effect; on the % scale 0 is the no-effect control and ±100 the full control effect; nearly all actives have a fitted effect of over 65% in size
#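 HEPG2 CAGA-GFP, 1000 cells/well; 2 h settle, 37 C; cpd via pin tool; TGF-b 500 pg/mL final; 18 h, 37 C; GFP imaging ex488/em500-530; %Activity normalised to -TGF-b and +DMSO controls; CRC fit, curve class.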
# A549 tox: counter-screen for Nrf2 inhibitors: cytotoxicity in A549 cells | A549 ARE-Fluc cells, CellTiter-Fluor viability, 18-24 h | Potency, µM (highest dose often 46 µM), for inactives: at the top dose activity change, negative = cytotoxicity, hits mostly inhibitors | 390,000 compounds, 0.16% hits; further: potency means the concentration at half of the fitted maximal effect; on the % scale 0 is the no-effect control and ±100 the full control effect
#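 A549 ARE_Fluc cells in 5% FBS OPTI-MEM were exposed to compounds in concentration-response for 18-24 h at 37 deg C. Viability was read by CellTiter-Fluor fluorescence (Ex 405/Em 525) after 30 min, before the luciferase read.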
# ATXN viability: cell viability loss in ATXN counter-screen; S2 cells (HEK-293 line with an ATXN2-luciferase reporter) viability, CellTiter-Fluor protease fluorescence, 24 h; AID 651635; Potency, µM (doses to about 56.7 µM), most hits filed as cytotoxic; 400,000 compounds, 0.49% hits; further: potency means the concentration at half of the fitted maximal effect; nearly all actives have a fitted effect of over 40% in size
# Starred values were filed as active, the others as inactive; i = inactive; u = inconclusive; x = not tested or not shown; & = joins results of further samples; [ ] = remark or other dose. Unless noted, the call rests on the fitted dose curve; in most records, active means well fitted curve in the direction sought with a large enough effect; inconclusive means small, poorly fitted or top-dose-only effect, or another doubt; inactive means no such curve, though single readings can be large; an effect the other way counts as inactive or inconclusive.
SMILES,IL2 activator,HepG2 viability,EPAC2 ag,Nrf2 ARE act,ATXN2 expr inh,Nrf2 inh,TGFb inhibitor,A549 tox,ATXN viability
O=C(NCCc1ccc(F)cc1)c1ccncc1,-2.5,-9%,2%,-0.2%,12%,13%,3%,23%,i
C#CCOn1c(-n2nc(C)cc2C)nc2ccccc2c1=O,0.1,-52%,9%,-0.4%,-5%,36%,-11%,0%,i
COc1ccc(Cl)cc1S(=O)(=O)N1CCN(C(=O)c2n[nH]c(=O)c3ccccc23)CC1,0.5,-28%,7%,-1.5%,u,u,u,-17%,i
C=C(C)C1CC=C(C)/C(=N/NC(=O)COc2ccccc2C)C1 (stereo not drawn),1.5,-2%,-11%,-0.2%,0%,-15%,-6%,10%,i
CCOc1cc(C(=O)NC(C)Cc2cccs2)cc(OCC)c1OCC (stereo not drawn),-2.9,-1%,5%,0.1%,x,5%,-5%,1%,i
Cc1ccccc1Nc1ncnc2c1cnn2C,-2.1,2%&11%,6%,-0.3%&-1.1%,-13%,11%,2%&-34%,1%&-5%,i
OCCNc1nc2ccccc2n1CCN1CCCCC1,-2.1,16%,-9%,-0.3%,-2%,14%,28%,-4%,u
O=[N+]([O-])c1ccc(C(=S)N2CCCC2)cc1,-4.8,-4%,5%,0.0%,-6%,12%,0%,4%,i
O=C(CN1CCN(Cc2ccccc2F)CC1)Nc1ccccc1Cl,-1.2,-15%,4%,-0.7%,-2%,3%,-9%,-4%,i
CCOC(=O)/C(C#N)=C(/C)c1ccc(OC)cc1,-0.3,-10%,5%,0.2%,18%,14%,5%,1%,i
CCOC(=O)c1ccc(NC(=O)CC2Nc3cc(C)c(C)cc3NC2=O)cc1 (stereo not drawn),x,-3%,x,0.0%,u,2%,-7%,0%,u
Cc1cc2nc(SCC(=O)Nc3nonc3C)c3c(c2cc1C)CCCC3,2.1,-1%,4%,-0.2%,u,16%,-33%,-11%[1.84 µM],u
N#CC1C(=N)Cc2ccccc2-c2ccccc21 (stereo not drawn),-0.5,-30%,17%,2.9%,-23%,-20%,0%,-9%,u
Cc1ccc(CNc2cc(C(=O)O)ccc2Cl)s1,-0.7,-1%,2%,-0.1%,13%,9%,-9%,12%,i
COc1ccc(C2CC(c3ccccc3)=NN2C(=O)COC(=O)c2cccc(S(=O)(=O)N3CCOCC3)c2)cc1 (stereo not drawn),0.0,1%,9%,3.7%,11%,1%,u,9%,i
COc1cc(-c2cc(=O)c3c(O)cc(O)cc3o2)ccc1O,0.2,-35%,-3%,-0.2%,25%,4%,u,-5%,i
O=C(NCc1ccccn1)c1cc(Br)ccc1Cl,0.6,-6%,7%,u,20%,7%,-4%,23%,i
CSc1ccccc1N=Cc1nc(-c2ccccc2)oc1O,0.0,10%,10%,17%,2%,u,11%,-5%,u
Cc1cc(C2C(=O)c3ccccc3C2=O)c(C)c(C)c1C,-3.3,-10%,2%,-0.1%,4%,2%,-12%,-11%,i
Cc1c(C)c2ccc(OCC(=O)NCCc3c[nH]c4ccccc34)c(C)c2oc1=O,-0.4,6%,0%,3.1%,-12%,-24%,10%,5%,i
Cc1ccc(C)c(NC(=O)CCc2nc3cccnc3n2Cc2cccs2)c1,x,-32%,x,-0.6%,x,13%,u,0%,x
C=CCNC(=S)NC(=O)c1csc([N+](=O)[O-])c1,-0.3,14%,2%,18%,-17%,7%,-30%,-4%,i
Cc1ccc(NC(=O)CC(O)(C(F)(F)F)C(F)(F)F)cc1,-0.7,-41%,4%,0.4%,-7%,-10%,-5%,-8%,i
Cc1noc(C)c1S(=O)(=O)NC1CCCc2ccccc21 (stereo not drawn),-2.2,5%,-11%,0.5%,12%,-8%,3%,-13%,i
COc1ccccc1/C=C/C(=O)OCCN1C(=O)c2ccccc2C1=O,-0.8,-9%,-2%,-0.6%,x,u,1%,-1%,i

# Reprinted from the part before: four entries; new compounds follow.
SMILES,IL2 activator,HepG2 viability,EPAC2 ag,Nrf2 ARE act,ATXN2 expr inh,Nrf2 inh,TGFb inhibitor,A549 tox,ATXN viability
C=CCNC(=S)NC(=O)c1csc([N+](=O)[O-])c1,-0.3,14%,2%,18%,-17%,7%,-30%,-4%,i
Cc1ccc(NC(=O)CC(O)(C(F)(F)F)C(F)(F)F)cc1,-0.7,-41%,4%,0.4%,-7%,-10%,-5%,-8%,i
Cc1noc(C)c1S(=O)(=O)NC1CCCc2ccccc21 (stereo not drawn),-2.2,5%,-11%,0.5%,12%,-8%,3%,-13%,i
COc1ccccc1/C=C/C(=O)OCCN1C(=O)c2ccccc2C1=O,-0.8,-9%,-2%,-0.6%,x,u,1%,-1%,i
Cc1[nH]n(C(N)=S)c(=O)c1N=Nc1ccc([N+](=O)[O-])cc1Cl,-0.9,10%,7%,8.0%,3%,u,0%,4%,u
c1ccc(-c2cnc(CSc3ncnc4sccc34)o2)cc1,-3.3,-4%,8%,13%,45%[activator],13%,6%,2%,i
CC(CCc1ccccc1)NC(=O)c1cnc(Cl)c(Cl)c1 (stereo not drawn),-1.8,-1%,5%,2.2%,1%,7%,1%,0%,i
COc1ccc(NC(=O)CN2CCN(CC(=O)Nc3ccccc3Cl)CC2)cc1Cl,-1.3,-17%,2%,4.7%,-12%,u,-17%,-1%,i
CCN1CCN(S(=O)(=O)c2ccc(Br)s2)CC1,-2.7,-7%,9%,0.3%,-7%,2%,-14%,4%,i
CC(=O)Nc1ccc(NC(=O)C(C)OC(=O)C2CCN(S(=O)(=O)c3ccccc3C(F)(F)F)CC2)cc1 (stereo not drawn),-4.3,-2%,4%,-0.9%,2%,14%,-10%,-2%,i
Cc1ccc(-c2cc(C(F)F)nc(NCC3CCCO3)n2)cc1 (stereo not drawn),-2.7,-4%,15%,2.8%,18%,1%,4%,0%,i
COc1ccc2nc(-c3ccc(N)cc3)[nH]c2c1,-0.6,-18%,-13%,-0.4%,u,u,6%,-12%,u
CC1(C(=O)NCCOc2ccccc2Cl)CC1(Cl)Cl (stereo not drawn),-2.9,5%,2%,0.3%[9.22 µM],0%,3%,1%,0%,i
NNC(=O)CNC(c1ccccc1)c1cc(Br)ccc1NC(=O)c1ccccc1Br (stereo not drawn),-1.8,-10%,0%,-0.9%,18%,-3%,-13%,1%,i
NC(=O)Cn1nnc(-c2ccc(C(F)(F)F)cc2)n1,0.5,-2%,-6%,0.4%,3%,-22%,-5%,-6%,u
CCOC(=O)C(NC(=O)NCc1ccc(F)cc1)(OCC)C(F)(F)F (stereo not drawn),-0.4,11%,5%,-0.2%,-2%,-5%,13%,7%,i
CCOC(=O)C1C(=O)CC(C)(O)C(C(=O)OCC)C1c1ccc(OCC)cc1 (stereo not drawn),-3.7,-7%,8%,-0.3%,0%,0%,-25%,-6%,i
O=C(NCCc1ccccc1)N1c2ccccc2Sc2ccccc21,-0.7,-38%,12%,2.4%,-13%,u,u,-26%,i
COc1ccc(NC(=O)c2cccnn2)cc1,-4.6,-9%,9%,0.6%,-14%,-7%,6%,2%,i
COc1ccc(Cl)cc1NC(=O)CCNC(=O)OCc1ccccc1,-0.9,-7%,-2%,-0.6%,x,-21%,u,2%,i
Cc1nc2nncn2c(Nc2ccccc2)c1C,x,-9%,x,1.4%,-16%,-28%,u,0%,i
COC(/C=C/Nc1ccc(C)c(C)c1)=C(C#N)C#N,1.1,-4%,9%,0.6%,-14%,0%,-8%,0%,i
O=C(O)c1cccc(-c2csc(C(O)c3cccc(Cl)c3)n2)c1 (stereo not drawn),-0.7,1%,-1%,0.2%,43%[activator],x,22%,x,i
O=[N+]([O-])c1ccc(C2=NN(c3ccccc3)C(c3ccco3)C2)cc1 (stereo not drawn),11,23%,9%,4.6%,-2%,5%,53%[activator],-4%,x
O=C(NCCS(=O)(=O)N1CCN(c2ccccc2F)CC1)c1c(F)cccc1F,-0.2,-21%,0%,0.3%,-8%,u,-26%,-3%,i
O=C(OCc1cn([C@H]2CN(C(=O)c3cccs3)[C@@H](c3ccccc3)C[C@@H]2O)nn1)c1ccccc1,-2.3,-1%,-11%,4.5%,8%,x,-2%,x,i
Cc1ccc(Nc2ncnc(Cl)c2N)cc1,0.8,1%,3%,-0.7%,13%,u,-17%,-1%,u
Cc1ccc2c(c1)c(C)c(C)n2CC(O)Cn1nnc2ccccc21 (stereo not drawn),1.2,-83%,13%,5.7%,30%,-101%,u,u,i
Cc1c(C(=O)Nc2ccccc2F)sc2nc3n(c(=O)c12)CCC3,-0.8,2%&-1%,-3%,-0.4%&0.0%,52%[activator],u,3%&-20%,3%&7%,i
Cc1cc(C)c(NC(=O)CCCCCNC2CCCCC2)c(C)c1,0.2,2%,2%,-0.2%,-3%,u,1%,-12%,i
C#CCOCCOCCOCCNc1nc(N2CCN(C(=O)[C@H]([C@@H](C)CC)n3cc([C@@H](N)Cc4ccc(O)cc4)nn3)CC2)nc(N2CCN(C(=O)[C@H](Cc3ccc(O)cc3)n3cc([C@@H](N)CC(C)C)nn3)CC2)n1,-0.5,0%,4%,-1.3%,11%,6%,8%,-20%,i
CC(C)COC(=O)N(C)C[C@@H]1OCc2cnnn2CCCC(=O)N([C@H](C)CO)C[C@H]1C,0.4,-44%,9%,-0.1%,6%,x,-5%,x,i

# Reprinted at random: two records from the list
SMILES,IL2 activator,HepG2 viability,EPAC2 ag,Nrf2 ARE act,ATXN2 expr inh,Nrf2 inh,TGFb inhibitor,A549 tox,ATXN viability
Cc1ccc2c(c1)c(C)c(C)n2CC(O)Cn1nnc2ccccc21 (stereo not drawn),1.2,-83%,13%,5.7%,30%,-101%,u,u,i
COc1ccc(Cl)cc1S(=O)(=O)N1CCN(C(=O)c2n[nH]c(=O)c3ccccc23)CC1,0.5,-28%,7%,-1.5%,u,u,u,-17%,i
